# BCR signal inh: inhibitors of chronic active B-cell receptor signaling; ABC-DLBCL IkBa-CBG/CBR reporter, luminescence ratio, 4 h; actives 0.05% (n = 340,000); Potency, µM (doses to about 46.1 µM), for the others: at the top dose ratio change, negative = lower green/red ratio, usual class: inhibitors; active = well fitted inhibition curve with a large enough effect in the signal ratio, with a control signal flat, not every such curve was filed as active; inconclusive = small, poorly fitted or top-dose-only effect, or effect the other way, or a change in a side signal; the % refers to the signal ratio;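 note: potency is the fitted concentration of half-maximal effect; plate controls were basal doxycycline-induced cells for no effect and cells given 10 µM MG132 for full effect; MG132 reads +100%, hits lower the ratio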
#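 Concentration-response series (up to 46 uM) were applied to TMD8 dual-reporter cells for 4 h at 37C with doxycycline. Green/red ratio, after filter-overlap correction, defined %Activity; red signal alone was normalised to basal cells and zero luminescence.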
# Tb PFK inh: inhibitors of T. brucei phosphofructokinase; actives 0.17% (n = 330,000); Potency, µM (highest dose often 57.5 µM), for the others: at the top dose activity, negative = inhibition, hits mostly inhibitors; T. brucei PFK, ADP-Glo luminescence; O15648; AID 485367;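 note: potency is the fitted concentration of half-maximal effect; 0% = uninhibited 1x PFK enzyme wells and -100% = no-enzyme wells; nearly all actives have a fitted effect of over 60% in size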
#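 ADP-Glo luminescence quantified ADP after 45 min at room temperature, with 1.25 nM T. brucei PFK, 0.1 mM ATP and 0.5 mM fructose-6-phosphate in pH 8.0 TEA buffer. qHTS titrations up to 57 µM; curves classified by quality.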
# CXXC DNA block: MLL CXXC-DNA interaction inhibition; MLL-CXXC / FITC-HOXA9 DNA fluorescence polarization; Potency, µM (highest dose often 115 µM), inactives show at the highest dose activity change, negative = inhibition, actives largely listed as inhibitors; actives 0.037% (n = 290,000); AID 2662; active = well fitted inhibition curve with a large enough effect in the polarisation, with a control signal flat, not every such curve was filed as active; inconclusive = small, poorly fitted or top-dose-only effect, or effect the other way, or a change in a side signal; inactive = no such curve, though single readings can be large or run the other way; the % refers to the polarisation; note: potency is the fitted concentration of half-maximal effect
# Target sequence (Q03164 whole entry, looked up): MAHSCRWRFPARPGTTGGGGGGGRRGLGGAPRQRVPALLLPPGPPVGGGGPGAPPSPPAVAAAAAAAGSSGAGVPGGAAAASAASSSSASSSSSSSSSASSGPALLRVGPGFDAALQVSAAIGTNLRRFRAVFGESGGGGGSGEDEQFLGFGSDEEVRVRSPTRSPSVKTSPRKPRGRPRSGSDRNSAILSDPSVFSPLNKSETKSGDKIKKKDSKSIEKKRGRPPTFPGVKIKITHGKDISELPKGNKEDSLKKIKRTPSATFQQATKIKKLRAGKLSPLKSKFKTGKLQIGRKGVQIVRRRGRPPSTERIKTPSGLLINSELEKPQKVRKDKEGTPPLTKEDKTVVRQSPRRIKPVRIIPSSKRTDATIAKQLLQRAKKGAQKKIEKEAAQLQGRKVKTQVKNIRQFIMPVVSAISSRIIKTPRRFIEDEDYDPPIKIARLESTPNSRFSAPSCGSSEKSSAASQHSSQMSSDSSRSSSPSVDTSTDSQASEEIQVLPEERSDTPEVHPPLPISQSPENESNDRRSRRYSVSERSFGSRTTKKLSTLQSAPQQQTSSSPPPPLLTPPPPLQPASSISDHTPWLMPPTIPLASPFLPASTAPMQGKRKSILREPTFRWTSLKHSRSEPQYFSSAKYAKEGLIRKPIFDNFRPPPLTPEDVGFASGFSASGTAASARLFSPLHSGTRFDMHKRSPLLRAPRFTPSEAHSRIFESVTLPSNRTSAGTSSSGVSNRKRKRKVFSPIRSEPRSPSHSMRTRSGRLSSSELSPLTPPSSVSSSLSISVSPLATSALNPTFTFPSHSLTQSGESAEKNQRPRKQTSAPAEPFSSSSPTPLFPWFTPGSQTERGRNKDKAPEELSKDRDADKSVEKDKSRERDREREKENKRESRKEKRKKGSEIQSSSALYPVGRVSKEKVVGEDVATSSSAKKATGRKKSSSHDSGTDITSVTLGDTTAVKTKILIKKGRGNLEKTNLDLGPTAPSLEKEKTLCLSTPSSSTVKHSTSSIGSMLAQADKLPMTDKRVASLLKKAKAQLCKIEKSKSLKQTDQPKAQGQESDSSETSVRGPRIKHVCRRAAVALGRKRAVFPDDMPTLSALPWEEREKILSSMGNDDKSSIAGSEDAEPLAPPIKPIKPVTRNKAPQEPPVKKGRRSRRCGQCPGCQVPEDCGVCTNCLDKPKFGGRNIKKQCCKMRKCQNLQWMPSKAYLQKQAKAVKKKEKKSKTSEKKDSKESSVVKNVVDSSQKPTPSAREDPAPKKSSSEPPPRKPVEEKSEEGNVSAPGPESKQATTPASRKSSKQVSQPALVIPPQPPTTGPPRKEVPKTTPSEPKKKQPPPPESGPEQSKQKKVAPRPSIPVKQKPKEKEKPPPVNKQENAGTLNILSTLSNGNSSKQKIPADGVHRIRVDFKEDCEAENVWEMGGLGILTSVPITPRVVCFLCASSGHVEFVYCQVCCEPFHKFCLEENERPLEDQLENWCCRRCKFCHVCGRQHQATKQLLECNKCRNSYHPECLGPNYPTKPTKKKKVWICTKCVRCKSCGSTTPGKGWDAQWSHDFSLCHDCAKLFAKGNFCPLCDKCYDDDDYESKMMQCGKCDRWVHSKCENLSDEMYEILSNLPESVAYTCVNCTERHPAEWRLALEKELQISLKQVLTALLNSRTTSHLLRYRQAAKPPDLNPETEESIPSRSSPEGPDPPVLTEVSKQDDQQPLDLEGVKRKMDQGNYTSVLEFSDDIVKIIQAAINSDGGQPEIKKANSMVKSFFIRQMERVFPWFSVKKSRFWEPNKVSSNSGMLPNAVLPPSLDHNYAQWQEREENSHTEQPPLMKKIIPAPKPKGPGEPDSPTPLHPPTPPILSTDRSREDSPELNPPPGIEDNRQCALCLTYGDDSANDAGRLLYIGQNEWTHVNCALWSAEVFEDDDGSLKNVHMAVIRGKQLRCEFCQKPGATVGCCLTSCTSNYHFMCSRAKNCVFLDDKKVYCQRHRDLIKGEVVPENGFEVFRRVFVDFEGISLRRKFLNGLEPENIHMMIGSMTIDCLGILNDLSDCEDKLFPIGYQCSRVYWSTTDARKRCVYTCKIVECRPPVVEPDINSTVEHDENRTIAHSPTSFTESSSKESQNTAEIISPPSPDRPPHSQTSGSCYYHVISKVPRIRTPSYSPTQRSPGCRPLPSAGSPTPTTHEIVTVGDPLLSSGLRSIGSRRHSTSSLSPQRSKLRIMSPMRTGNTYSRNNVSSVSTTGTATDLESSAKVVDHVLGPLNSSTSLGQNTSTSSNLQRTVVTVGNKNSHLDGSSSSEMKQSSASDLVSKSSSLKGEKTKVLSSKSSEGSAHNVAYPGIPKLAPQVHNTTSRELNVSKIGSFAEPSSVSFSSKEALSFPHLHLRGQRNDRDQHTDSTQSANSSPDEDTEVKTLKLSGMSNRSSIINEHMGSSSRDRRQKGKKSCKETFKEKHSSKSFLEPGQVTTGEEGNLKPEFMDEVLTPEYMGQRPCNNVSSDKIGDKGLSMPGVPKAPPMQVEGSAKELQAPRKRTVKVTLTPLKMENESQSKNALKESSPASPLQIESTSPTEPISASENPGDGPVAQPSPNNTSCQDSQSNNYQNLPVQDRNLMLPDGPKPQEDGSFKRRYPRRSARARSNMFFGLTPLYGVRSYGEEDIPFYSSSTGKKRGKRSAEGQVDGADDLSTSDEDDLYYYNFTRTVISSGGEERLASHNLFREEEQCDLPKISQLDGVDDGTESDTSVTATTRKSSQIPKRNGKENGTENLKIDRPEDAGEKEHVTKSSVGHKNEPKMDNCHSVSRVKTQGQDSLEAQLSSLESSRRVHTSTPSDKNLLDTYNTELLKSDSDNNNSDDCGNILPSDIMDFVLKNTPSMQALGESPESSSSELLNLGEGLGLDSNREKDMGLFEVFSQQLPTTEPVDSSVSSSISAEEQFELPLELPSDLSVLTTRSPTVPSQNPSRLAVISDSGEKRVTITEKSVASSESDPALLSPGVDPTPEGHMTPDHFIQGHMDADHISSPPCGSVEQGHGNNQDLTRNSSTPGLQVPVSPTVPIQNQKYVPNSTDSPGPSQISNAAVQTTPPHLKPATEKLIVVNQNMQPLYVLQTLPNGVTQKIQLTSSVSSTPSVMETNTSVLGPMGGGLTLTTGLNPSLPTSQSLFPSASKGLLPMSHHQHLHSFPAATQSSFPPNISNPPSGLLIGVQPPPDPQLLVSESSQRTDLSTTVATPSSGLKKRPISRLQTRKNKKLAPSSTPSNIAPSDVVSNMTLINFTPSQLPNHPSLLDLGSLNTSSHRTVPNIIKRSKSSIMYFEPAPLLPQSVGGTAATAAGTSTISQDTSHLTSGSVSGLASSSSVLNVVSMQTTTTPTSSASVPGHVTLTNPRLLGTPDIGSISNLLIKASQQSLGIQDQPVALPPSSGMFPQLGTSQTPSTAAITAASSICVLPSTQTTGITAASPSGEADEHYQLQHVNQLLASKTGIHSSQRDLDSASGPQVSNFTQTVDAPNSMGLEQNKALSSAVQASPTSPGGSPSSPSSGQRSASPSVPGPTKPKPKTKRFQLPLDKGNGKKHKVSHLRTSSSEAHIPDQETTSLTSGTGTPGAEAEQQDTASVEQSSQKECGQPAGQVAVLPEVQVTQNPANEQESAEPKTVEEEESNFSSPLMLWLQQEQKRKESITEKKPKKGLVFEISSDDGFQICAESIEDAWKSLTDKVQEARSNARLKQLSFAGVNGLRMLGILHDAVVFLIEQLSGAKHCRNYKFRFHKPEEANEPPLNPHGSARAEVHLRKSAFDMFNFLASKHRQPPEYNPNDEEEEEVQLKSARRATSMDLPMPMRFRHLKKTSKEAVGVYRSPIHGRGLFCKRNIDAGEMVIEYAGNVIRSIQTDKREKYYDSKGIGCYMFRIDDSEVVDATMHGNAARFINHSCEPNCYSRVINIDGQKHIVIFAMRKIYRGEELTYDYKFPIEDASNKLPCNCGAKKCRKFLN
#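 Purified MLL-CXXC (added from a 7 uM solution) was preincubated 5 min at ambient with pinned compounds in 50 mM Tris-HCl pH 7.5, 50 mM NaCl, 1 mM DTT, 0.05% BSA. Fluorescein-labeled HOX-A9 DNA (50 nM solution) followed, 30 min, then polarization read.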
# Coupling enz: inhibits coupling enzyme system, counter-screen for aldolase hits; coupling enzyme system counterscreen, AmpLite Red fluorescence; activity change, negative = inhibition, % at 58.2 µM, hits read low; actives 0.67% (n = 290,000); in the data active = activity change below about -30%; note: % is set by controls: 0 for no effect and ±100 for the full control effect
#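 Counterscreen of the coupled detection system alone, without aldolase: glyceraldehyde-3-phosphate coupling enzymes plus AmpLite Red readout. Compounds at 57.5 uM final, 10 min RT preincubation, 20 min RT reaction, fluorescence 525/598 nm.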
# hERG WT inh: KCNH2 (human, wildtype) channel inhibition; Q12809; AID 720551; actives 0.37% (n = 340,000); U2OS, BacMam KCNH2, thallium flux FluxOr; hits give low values; activity change, % at 1.84 µM;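 active = maximum activity change below -70%; inconclusive = maximum activity change between -70% and -50%; inactive = maximum activity change above -50%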; note: % is set by controls: 0 for no effect and ±100 for the full control effect
#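 U2OS cells were transduced with wild-type KCNH2 virus (2.03 x 10^8 / mL) for 4 h at room temperature, then cultured overnight at 37 C. Thallium flux was read with FluxOr dye. Rate constants were normalized to DMSO controls.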
# TSHR antag: blocks TSH signaling through the human TSH receptor | P16473 | TSHR-expressing cells, TSH-stimulated cAMP HTRF, 2 h; hits give low values | activity change, negative = inhibition, % at 11.5 µM | actives 0.2% (n = 330,000);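 active = activity change below a set negative limit, meaning inhibition stronger than a set level, cut at about -70% in these data; inconclusive = activity change between two set negative limits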; note: % is set by controls: 0 for no effect and ±100 for the full control effect
#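 TSHR-expressing cells were treated with compounds, then stimulated with TSH at EC80 (4nM final) for 2 hours at 37 deg C. Cellular cAMP was measured by HTRF competition between lysate cAMP and cAMP-d2 for a cryptate-labelled anti-cAMP antibody.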
# TCR activator: activators of T cell receptors | Potency, µM (highest dose often 9.22 µM), for inactives: at the highest dose activation of IL-2 secretion, actives largely listed as activators | primary human leukocytes, anti-CD3, IL-2 HTRF, 48 h | 330,000 tested, under 10 active; note: % of control where 0% means no effect
#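 Activity was scored as IL-2 release from primary human leukocytes given only a TCR signal (a-CD3 beads) plus compound for 48 hr. Detection used a two-antibody HTRF format read at 665nm.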
# GALK inhibitor: blocks human galactokinase activity; P51570; Purified GALK, Kinase-Glo residual ATP luminescence; Potency, µM (titrated, usually from 57.5 µM), for inactives: at the top dose activity change, negative = inhibition, usual class: inhibitors; actives 0.007% (n = 270,000); AID 1868; note: potency is the fitted concentration of half-maximal effect; % is set by controls: 0 for no effect and ±100 for the full control effect
#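 GALK at 5 nM final was combined with compound, 35 uM ATP and 100 uM galactose in HEPES pH8.0 with MgCl2 and DTT. The reaction ran one hour at room temperature before luminescent ATP detection.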
# Giardia kill: kills Giardia lamblia. Giardia lamblia trophozoite viability. activity change, % at 7.66 µM, hits read low. actives 0.15% (n = 340,000); in the data active = activity change below about -80%; inconclusive = between about -30% and that limit;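 note: parasites exposed to compound for two days anaerobically before the ATP read; % is set by controls: 0 for no effect and ±100 for the full control effect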
#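 Luminescent ATP signal served as the viability read-out, measured 15-30 min after adding ATP detection reagent to trophozoites that had been incubated with compounds for 48 hrs at 37 deg C anaerobically at 100 cells/well.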
# A-T KAP1 phos: potential ataxia-telangiectasia treatments restoring KAP-1 phosphorylation | […] A-T fibroblasts, KAP-1 phosphorylation AlphaLISA; neocarzinostatin DNA damage 30 min before lysis | Potency, µM (series often up to 57.5 µM), for the others: at the highest dose activation, actives largely listed as activators | actives 0.19% (n = 320,000); note: potency is the fitted concentration of half-maximal effect; % of control where 0% means no effect; nearly all actives have a fitted effect of over 45% in size
#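 ATM-like activity read as KAP-1 phosphorylation via AlphaLISA donor/acceptor antibody pairs after lysis and 6 hr at 25C. Cells were ATM-null patient fibroblasts ([…], hTERT), dosed 60 min, then exposed to the DSB inducer NCS for 30 min.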
# * = called active by the depositor; u = inconclusive; x = no result given; & = joins results of further samples; [ ] = dose if it differs, or a comment. Unless noted, calls come from the whole dose curve; as a rule, active = well fitted curve in the direction sought with a large enough effect; inconclusive = small, poorly fitted or top-dose-only effect, or another doubt; inactive = no such curve, though single readings can be large; an effect the other way counts as inactive or inconclusive.
Compound	hERG WT inh	Giardia kill	BCR signal inh	GALK inhibitor	Tb PFK inh	Coupling enz	TSHR antag	TCR activator	A-T KAP1 phos	CXXC DNA block
CCN1C(=O)c2cccc3c(S(=O)(=O)NCc4ccco4)ccc1c23	-6.0	-9.5	1.0%	0.1%	-0.3%	-23.3	-5.8	0.8%[46.1 µM]	3.5%	42.7%[activator]
CCN1CCN(Cc2ccc(C(=O)Nc3ccc(C)c(NCc4cnc(NC(=O)OC)cn4)c3)cc2C(F)(F)F)CC1	-15.9&-4.8	-11.9	8.8%	x	-0.8%	-2.2	-3.7	7.3%	3.3%	12.2%
CCOC(=O)N1CCN(S(=O)(=O)c2ccc3c(c2)CCN3C(=O)C2CCC2)CC1	-17.3	6.2	0.7%	-0.3%	-4.3%	1.2	3.5	2.1%	6.5%	0.5%
COc1ccc2c3c(c(=O)oc2c1)C1O[C@](c2ccsc2)(Cc2ccccc21)O3	x	x	-0.1%[9.22 µM]	x	-1.9%[11.5 µM]	-2.1	x	x	7.0%[11.5 µM]	0.6%[23 µM]
Cc1cccc(NC(=O)CSc2n[nH]c(-c3ccncc3)n2)c1C	-12.9	14.7	1.7%	-5.1%	1.8%	4.2	14.8	2.6%	3.7%	u
COc1cc2c(cc1OC)C(C(=O)NCc1cccnc1)C(c1cccnc1)N(C)C2=O (configuration not stated)	4.4	13.4	-1.9%	-3.7%	5.1%	3.1	19.5	2.3%	6.2%	-0.7%
COc1ccccc1C(O)(C(=O)NNc1cccc(C)c1)c1ccccc1OC	-7.2	2.8	-0.8%	0.1%	2.8%	0.4	-9.1	-1.6%[46.1 µM]	-0.5%	8.2%
O=C(NCc1ccc(F)cc1)c1cnc(Cl)c(Cl)c1	-12.7	6.1	9.7%	5.5%	-3.4%	0.4	7.5	0.4%	-2.6%	-7.6%
COc1cccc(-n2nc(C(C)=O)c(=O)[nH]c2=O)c1	19.4	13.2	u	5.7%	-1.7%	-4.1	-0.2	1.5%	-2.5%	3.6%
O=C(CN1CCOCC1)NCc1ccc(F)cc1	-3.7	33.9[activator]	4.8%	x	-14.1%	2.9	4.3	-7.5%	14.3%	38.3%[activator]
CC1(C)c2ccccc2N(CC(N)=O)C12C=Cc1ccccc1O2 (configuration not stated)	4.5	-4.4	5.2%	-1.0%	2.8%	-1.3	1.8	2.6%	8.1%	-7.9%
CC1(C)C(=O)Nc2ccccc2N1C(=O)COC(=O)COc1cccc(C(F)(F)F)c1	2.0	2.3	4.8%	x	-10.9%	x	-2.4	2.7%	11.5%	x
CC1(C)Cc2c(C#N)c(SCCOc3ccccc3)nc(N3CCOCC3)c2CO1	-2.5	1.3	u	-1.1%	-6.3%	-0.6	-7.3	-7.8%	7.1%	29.6%
Cc1cc2ccccc2n1CCNC(=O)Cc1cccc2ccccc12	-9.6	-1.3	u	-2.0%	3.7%	0.1	13.6	0.1%	20.9%	-11.4%
CCCCC1=CC2=CC(=O)C(C)(OC(=O)CCc3ccccc3)C(=O)C2=CO1 (configuration not stated)	1.8	3.8	12.5%	1.3%	3.1%	1.9&-1.3	-12.8	-2.5%	-12.9%	1.8%
COc1ccc(CNc2ccc([N+](=O)[O-])cn2)cc1	2.1	u	u	x	u	-1.0	1.8	-0.9%	-25.7%	u
O=C(Nc1cccc(Cl)c1N1CCOCC1)c1cccnc1	-5.5	-9.2	5.4%	0.2%	0.0%	-2.6	11.7	5.7%	-13.2%	-1.4%
COc1ccc2oc(C(=O)Nc3cccc(S(=O)(=O)N4CCOCC4)c3)c(C)c2c1	18.9	6.0	-16.8%	x	0.3%	x	-35.6	-1.5%	-2.4%	x
CCCNC(=O)c1ccccc1NC(=O)CN(c1ccccc1OCC)S(C)(=O)=O	-26.9	8.5	-0.1%	-0.9%	9.0%	1.8	21.3	-25.3%	-1.7%	3.5%
O=C(N/N=C/c1ccncc1)c1ccccc1[N+](=O)[O-]	-1.3	-6.1	-10.5%	0.0%	-5.0%	3.2	9.2	5.6%	0.0%	0.5%
CC(C)CCNC(=O)c1ccc2nc[nH]c2c1	5.4	-8.4	-17.5%	2.8%	-2.0%	-0.4	-1.7	-4.3%	-0.9%	15.8%
COc1ccc(CCNC2=NCCS2)cc1	12.5	7.2	-1.1%	0.1%	-4.9%	5.9	4.9	2.6%	9.3%	-10.4%
Cc1ccc(/C=C2\SC(=S)N(CC3CCCO3)C2=O)o1 (configuration not stated)	-12.7	21.3	u	0.5%	3.3%	-21.5	-5.9	5.2%	15.7%	u
Cc1ccccc1-c1nn(-c2ccc(F)cc2F)cc1CNCCCN(C)C	3.8	28.8	u	1.6%	-1.3%	2.7	-1.0	-9.0%	-2.8%	-14.6%
CCC1Sc2ccc(S(=O)(=O)CCC(=O)Nc3ccc(OC(F)(F)F)cc3)cc2NC1=O (configuration not stated)	-1.8	-1.8	u	9.3%	0.1%	1.1	-13.8	-1.1%	10.3%	12.2%
O=C(O)C1=C[C@@H](c2ccccc2)C[C@@H](OCc2ccc(CO)cc2)O1	-14.3	-7.8	9.6%	2.0%	-5.4%	-0.7	18.5	-0.4%	-8.1%	u
Cc1ccc(-c2nnc(N)s2)cc1	2.9	-6.9	-0.6%	x	-0.2%	1.4	29.5	x	10.9%	8.9%
Cc1noc(NS(=O)(=O)c2ccc(NC(=O)CSc3nnc4c(n3)[nH]c3ccccc34)cc2)c1C	3.8	-13.7	5.7%	-8.1%	-9.7%	7.3	6.9	-2.3%[46.1 µM]	-0.6%	2.0%
Cc1ccc(N2C(=O)C3C4CC(=O)C(c5ccccc54)C3C2=O)cc1 (configuration not stated)	-1.6	2.9	0.6%	-1.1%	-3.1%	x	20.8	-1.8%	-0.9%	3.2%
COc1ccc(NC(=O)CCN2C(=O)c3ccccc3C2=O)c(OC)c1	-2.0	-3.8	-6.6%	-1.3%	5.9%	0.9	3.2	-9.7%	7.2%	0.3%
OCC(CO)(CO)NC(=S)Nc1cc(Cl)cc(Cl)c1	3.0	24.9	-0.1%	x	-4.2%	-7.5	-4.4	3.3%	7.6%	-5.3%
CC(OC(=O)/C=C/c1cccs1)C(=O)Nc1ccc(S(N)(=O)=O)cc1 (configuration not stated)	5.1	0.7	3.0%	7.3%	-3.2%	0.4	12.0	2.2%	2.2%	14.0%
CC1CCCCC1NC(=O)c1ccc(-n2cncn2)cc1 (configuration not stated)	34.8	27.3	-10.1%	x	-5.1%	x	x	-2.5%	-6.0%	x
COc1c(OC(C)=O)ccc(/C=C/c2ccc3cccc(OCc4ccccc4)c3n2)c1[N+](=O)[O-]	-5.9	-5.3	u	2.7%	-3.8%	-0.3	8.1	-44.9%[inhibitor]	-1.3%	2.6%
CC1(C)CC(=O)C2=C(C1)N(CCN1CCOCC1)C1=C(C(=O)CC(C)(C)C1)C2c1cccc(Cl)c1	-6.2	4.4	12.2%	x	3.5%	3.8	-5.4	-18.3%	11.0%	-8.3%
O=C(NN=C(Cc1ccccc1)Cc1ccccc1)c1ccncc1	0.3	3.2	-17.5%	11.0%	-5.5%	7.1	-4.5	-3.0%	6.3%	12.6%
Cn1ncc(Cl)c1C(=O)N1CCc2ccccc21	-3.9	-2.9	-26.1%	0.0%	-4.8%	-14.3	23.3	-5.5%	14.8%	1.4%
O=C(Nc1ccccc1)Nc1ccc2nnsc2c1	0.9	u	u	0.9%	-12.8%	-0.4	-6.9	0.9%	0.2%	8.0%
CCCCC[C@@H]1C=C(C(=O)O)[C@H](c2ccc(Br)cc2)N1S(=O)(=O)c1ccc(C)cc1	2.7	9.9	4.5%	x	0.0%	x	-8.5	-4.2%	4.5%	x
N#Cc1cccc(NC(=O)CCN2C(=O)C3CCCCC3C2=O)c1 (configuration not stated)	-1.7	-3.5	4.2%	x	0.0%	x	25.2	-1.0%	38.3%	x
COc1ccc(CN2CCN(CC3CC3)CC2CCO)c(C)c1C (configuration not stated)	2.1	26.7	0.2%	-2.1%	-1.6%	-2.9	-4.1	4.8%	-4.7%	7.9%
CN1CCc2c(sc(NC(=O)Cc3ccc(F)cc3)c2C(N)=O)C1	-4.6	31.1[activator]	1.4%	8.0%	-1.4%	1.5	-1.2	-5.4%	1.0%	6.7%
Cc1nnc2ccc(-c3cccc(NS(=O)(=O)c4cc(F)ccc4F)c3)nn12	3.5	-2.7	u	x	2.7%	x	-4.0	2.0%	-1.6%	x
CC(Oc1ccccc1)C(=O)N=C1SC2CS(=O)(=O)CC2N1c1ccccc1 (configuration not stated)	11.6	-0.8	-0.6%	-3.7%	0.9%	-2.4	12.3	4.8%	-0.8%	2.1%
Cc1cc(OCCOCCN2CCCC2)ccc1C(C)C	4.6	-7.3	-0.4%	-0.9%	-2.8%	-0.2	-6.1	-0.7%	-8.0%	-2.3%

# Rows are unselected; about 1.6% have a hit in one of these screens.
